From PubChem
eLon inh = inhibitors of E. coli Lon protease | P0A9M0 | purified E. coli Lon protease, fluorescence polarization | inhibition, % at 7.94 µM | 0.42% of 360,000 active; in the data active = inhibition above about 13%, passing the limit was not always enough;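 also: 0% = enzyme with probe and DMSO and 100% = no enzyme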
Rin1-Abl PPI inh = human Rin1-Abl interaction inhibition | P00519+Q13671 | TR-FRET Rin1/Abl binding, biochemical | inhibition, % at 7.35 µM | 0.4% of 360,000 active | AID 588664; in the data active = inhibition above about 5%, passing the limit was not always enough
Neddyl block = cullin neddylation inhibition; P61081+Q13564; TR-FRET cullin neddylation, biochemical; calls only at 25 µM; 0.58% of 360,000 active; AID 651699; in the data active = inhibition above about 36%
Tb MetRS inh = blocks T. brucei methionyl-tRNA synthetase activity. purified T. brucei MetRS, ATP depletion, Kinase-Glo luminescence. 0.4% of 360,000 active. inhibition, % at 11.9 µM;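 active = inhibition above a per-plate cutoff of the control wells' mean inhibition plus 3 SD, cut at about 5.5% in these data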;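 also: 0% = DMSO wells median and 100% = median of wells with control inhibitor compound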
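Dosing: 11.9 µM compound single dose, 0.9% DMSO; Assay system: purified T. brucei MetRS enzyme; Measured by: Kinase-Glo luciferase luminescence reporting remaining unconsumed ATP; Schedule: 15 min plus 2 h at 25 °C.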
MsrA act = activates bovine MsrA enzyme; purified bovine MsrA, absorbance read-out; activation, % at 10.6 µM; 0.3% of 360,000 active; AID 602163; in the data active = activation above about 7.5%;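 also: 0% = vehicle and 100% = reference activator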
FAS-TE inh = blocks the thioesterase domain of human fatty acid synthase; P49327; recombinant FAS-TE, OMFH fluorogenic substrate, fluorescence endpoint; inhibition, % at 15 µM; 0.67% of 360,000 active; AID 602261;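 active = compounds whose normalised, plate-corrected inhibition of enzyme fluorescence in the single-dose primary screen is 50% or more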;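 also: 0% = DMSO with enzyme and 100% = substrate without enzyme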
MsrA inhibitor = inhibits bovine methionine sulfoxide reductase A; purified bovine MsrA, absorbance read-out; inhibition, % at 15.5 µM; 0.75% of 360,000 active; AID 651718; in the data active = inhibition above about 4.5%;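 also: 0% = vehicle wells with enzyme and 100% = reference inhibitor wells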
CSN deneddyl inh = inhibitors of human CSN-mediated cullin deneddylation. Q92905. Purified CSN, SCF-Nedd8-OG deneddylation, fluorescence polarization. inhibition, % at 12.5 µM. 0.38% of 360,000 active. AID 651999;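 active = pattern-corrected inhibition above about 35%, with an unprinted fluorescence ratio check between 0.5 and 1.5, limit read from the data, passing the limit was not always enough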;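 also: 0% = enzyme with substrate and 100% = substrate without enzyme; some results filed as inactive read as strong as hits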
Target sequence (Q92905 whole entry, looked up, one chain of several): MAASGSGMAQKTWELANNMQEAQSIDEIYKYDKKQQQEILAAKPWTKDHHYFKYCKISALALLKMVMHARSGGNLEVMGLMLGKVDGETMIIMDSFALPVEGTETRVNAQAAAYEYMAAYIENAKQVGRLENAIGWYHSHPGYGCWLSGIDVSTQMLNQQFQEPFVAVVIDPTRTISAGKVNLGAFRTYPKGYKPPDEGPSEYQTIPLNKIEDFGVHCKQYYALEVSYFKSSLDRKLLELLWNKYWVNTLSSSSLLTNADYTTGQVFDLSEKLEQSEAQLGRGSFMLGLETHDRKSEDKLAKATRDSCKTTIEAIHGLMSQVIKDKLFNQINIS
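Test system: purified human Csn5 enzyme expressed in HEK293T cells. Amount: 0.24 nM enzyme. Reagent: SCFSkp2-Nedd8OG substrate at 10 nM final. Schedule: 90 min incubation of compound, enzyme and substrate at room temperature. Detection: fluorescence polarization. Read-out: % inhibition of substrate cleavage by Csn5.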
PABP1 MLLE inh = blocks PAM2 peptide binding to the PABP1 MLLE domain; 0.36% of 360,000 active; P11940; GST-MLLE / FITC-PAM2 fluorescence polarization; inhibition, % at 20 µM; in the data active = inhibition above about 35%, passing the limit was not always enough;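 also: plate controls were DMSO wells with GST-MLLE for no effect and wells lacking GST-MLLE protein for full effect; some results filed as inactive read as strong as hits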
Target sequence (P11940 whole entry, looked up, the tested form may be a part): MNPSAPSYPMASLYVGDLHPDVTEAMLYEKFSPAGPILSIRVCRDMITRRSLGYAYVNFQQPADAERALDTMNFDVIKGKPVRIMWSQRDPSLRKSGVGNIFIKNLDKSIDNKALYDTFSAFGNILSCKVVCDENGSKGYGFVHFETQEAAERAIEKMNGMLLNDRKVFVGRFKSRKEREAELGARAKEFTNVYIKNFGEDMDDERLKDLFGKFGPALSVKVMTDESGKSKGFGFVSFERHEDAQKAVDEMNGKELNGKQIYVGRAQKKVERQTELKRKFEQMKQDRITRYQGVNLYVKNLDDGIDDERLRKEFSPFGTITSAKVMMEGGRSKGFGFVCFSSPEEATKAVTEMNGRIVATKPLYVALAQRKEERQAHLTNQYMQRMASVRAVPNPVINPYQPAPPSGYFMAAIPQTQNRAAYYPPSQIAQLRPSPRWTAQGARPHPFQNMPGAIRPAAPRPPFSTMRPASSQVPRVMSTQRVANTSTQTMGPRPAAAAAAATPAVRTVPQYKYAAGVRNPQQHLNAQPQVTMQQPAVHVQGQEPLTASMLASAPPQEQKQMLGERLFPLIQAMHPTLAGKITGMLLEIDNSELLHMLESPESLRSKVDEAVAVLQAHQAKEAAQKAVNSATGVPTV
Starred values were filed as active, the others as inactive; i = inactive; · = no result given; + = active, no number.

nr	Compound	eLon inh	Rin1-Abl PPI inh	Neddyl block	Tb MetRS inh	MsrA act	FAS-TE inh	MsrA inhibitor	CSN deneddyl inh	PABP1 MLLE inh
1	CN1C=CC2=C(C#N)C(N)C(C#N)(C#N)C(c3ccccc3)C2C1 (stereo not drawn)	17*	-4	+	0.0	-2	-13	0.9	-22	70
2	Cc1cc(C)nc(SCc2ccc(C(=O)NN=C3C4CC5CC(C4)CC3C5)cc2)n1	-6	-1	i	-0.3	-3	-12	-0.4	-1	-13
3	CCSc1ncc(Cl)c(C(=O)Nc2ccccc2)n1	1	-2	i	-0.3	-3	-1	0.3	5	9
4	COc1ccc(-n2nc3cc(C)c(NC(=S)NC(=O)c4ccccc4C)cc3n2)cc1	-6	-1	i	-0.5	-5	8	-0.5	-3	27
5	CCc1nccn1S(=O)(=O)c1cc(OC)ccc1OC	5	5	i	0.2	-2	-6	-0.1	-1	12
6	CN(CC1CCOCC1)C(=O)CC1C(=O)NCCN1C/C=C/c1ccccc1 (stereo not drawn)	1	-1	i	0.3	-1	0	1.7	-4	4
7	CC(=O)N1N=C(N)SC1c1ccc(Cl)c(Cl)c1 (stereo not drawn)	2	3	i	-0.3	-8	-4	0.0	-4	-5
8	COc1ccc(CN2CCN(C(=O)c3ccco3)CC2)cc1OC	1	5	i	0.2	-1	-6	-1.5	-4	14
9	Cn1cccc1CC(=O)NNC(=O)Nc1ccc(Cl)cc1	-4	4	i	0.0	-5	-4	1.2	-2	-1
10	COc1cc2c(cc1OC)C(COc1ccc(F)cc1)NCC2 (stereo not drawn)	-6	0	i	0.2	-8	-4	0.0	1	11
11	O=c1ccn(-c2ccccc2)[nH]1	6	1	i	-0.6	-2	-6	-0.2	-11	14
12	CCOC(=O)Nc1ccc2c(c1)N(C(=O)CCN(CC)CC)c1ccccc1CC2	-11	0	i	0.6	0	-3	1.6	-1	7
13	CC1=NN(C(=O)Cc2ccc([N+](=O)[O-])cc2)C(O)(c2cccnc2)C1 (stereo not drawn)	0	-5	i	-1.1	-6	-2	0.2	-3	-2
14	COc1ccccc1NC(=O)Cn1cc(C(=O)C2CC2)c2ccccc21	-8	1	i	-0.5	-6	-2	-0.3	4	-1
15	O=C(O)c1cc([N+](=O)[O-])c(N2CCCC2)c([N+](=O)[O-])c1	1	-3	i	-0.4	-4	-8	0.0	-8	15
16	CN(CCOc1ccccc1)C(=O)c1ccc2c(=O)n3c(nc2c1)CCC3	-12	-1	i	-0.2	-2	-2	-0.7	-5	6
17	Cn1cc(C(c2ccccc2OCC(=O)O)c2cn(C)c3ccccc23)c2ccccc21	-12	0	i	-1.1	-5	4	0.4	1	1
18	Cc1ccc(C)c2nc(Cl)c(C#N)cc12	-7	4	i	-0.6	1	5	1.0	-6	-3
19	Cc1ccc(S(=O)(=O)N(C)c2ccc(C(=O)Nc3ccccc3C(=O)N3CCOCC3)cc2)cc1	-17	2	i	-1.3	-11	-1	0.9	2	11
20	O=C(c1cc2ccccn2n1)N1CCN(c2ccccn2)CC1	-8	4	i	-0.4	-3	-6	-0.9	-4	3
21	Cc1cc(C)n(CCCN2CCC(C(=O)Nc3cccc(-c4cccc(F)c4)c3)CC2)n1	2	5	i	-0.1	1	0	-0.9	0	28
22	O=[N+]([O-])c1cccc(NN=Nc2ccccc2)c1	5	1	i	1.4	-8	36	1.7	1	-6
23	Nc1c(C(=O)Nc2ccc(Br)cc2)sc2nc(-c3ccco3)ccc12	-28	0	·	0.5	-6	13	2.3	34	-9
24	O=C(COc1ccc([N+](=O)[O-])cc1)NC(=O)NC1CCS(=O)(=O)C1 (stereo not drawn)	-3	4	i	0.3	-4	-5	0.6	-7	7
25	Cc1cc(NC(=O)CCC(=O)N(Cc2ccco2)C(C(=O)NCC2CCCO2)c2ccncc2)no1 (stereo not drawn)	5	-4	i	0.2	-1	-5	1.4	-1	7
26	CCOc1cc(C)c(Cl)cc1S(=O)(=O)N(C)C	-13	-1	i	-1.6	-10	-4	-0.8	6	2
27	CC(C)=CCCC1=CCC(/C(C)=N/NC(N)=O)CC1 (stereo not drawn)	-4	0	i	-2.0	-11	-6	·	-2	8
28	COc1ccc(/C=N/NC(=O)c2cc3c(ccc4ccccc43)o2)c(OC)c1	-18	0	·	-0.6	-4	26	0.2	2	1
29	O=C(CSc1nnnn1-c1ccccc1)Nc1ncc2c(n1)CC(c1ccco1)CC2=O (stereo not drawn)	0	-1	i	0.0	0	-3	-0.6	-1	-7
30	Cc1cc(C)cc(OCC(=O)OCCN2C(=O)c3ccccc3C2=O)c1	-6	-2	i	-1.6	-9	9	-1.1	1	1

Shown field by field: part of the list above
[22] O=[N+]([O-])c1cccc(NN=Nc2ccccc2)c1
- eLon inh = 5
- Rin1-Abl PPI inh = 1
- Neddyl block = i
- Tb MetRS inh = 1.4
- MsrA act = -8
- FAS-TE inh = 36
- MsrA inhibitor = 1.7
- CSN deneddyl inh = 1
- PABP1 MLLE inh = -6
[27] CC(C)=CCCC1=CCC(/C(C)=N/NC(N)=O)CC1 (stereo not drawn)
- eLon inh = -4
- Rin1-Abl PPI inh = 0
- Neddyl block = i
- Tb MetRS inh = -2.0
- MsrA act = -11
- FAS-TE inh = -6
- MsrA inhibitor = ·
- CSN deneddyl inh = -2
- PABP1 MLLE inh = 8
[30] Cc1cc(C)cc(OCC(=O)OCCN2C(=O)c3ccccc3C2=O)c1
- eLon inh = -6
- Rin1-Abl PPI inh = -2
- Neddyl block = i
- Tb MetRS inh = -1.6
- MsrA act = -9
- FAS-TE inh = 9
- MsrA inhibitor = -1.1
- CSN deneddyl inh = 1
- PABP1 MLLE inh = 1
[19] Cc1ccc(S(=O)(=O)N(C)c2ccc(C(=O)Nc3ccccc3C(=O)N3CCOCC3)cc2)cc1
- eLon inh = -17
- Rin1-Abl PPI inh = 2
- Neddyl block = i
- Tb MetRS inh = -1.3
- MsrA act = -11
- FAS-TE inh = -1
- MsrA inhibitor = 0.9
- CSN deneddyl inh = 2
- PABP1 MLLE inh = 11

Entries of single compounds as entered above.
`Nc1c(C(=O)Nc2ccc(Br)cc2)sc2nc(-c3ccco3)ccc12` is listed with eLon inh = -28; Rin1-Abl PPI inh = 0; Neddyl block = ·; Tb MetRS inh = 0.5; MsrA act = -6; FAS-TE inh = 13; MsrA inhibitor = 2.3; CSN deneddyl inh = 34; PABP1 MLLE inh = -9
`Cc1ccc(C)c2nc(Cl)c(C#N)cc12` is listed with eLon inh = -7; Rin1-Abl PPI inh = 4; Neddyl block = i; Tb MetRS inh = -0.6; MsrA act = 1; FAS-TE inh = 5; MsrA inhibitor = 1.0; CSN deneddyl inh = -6; PABP1 MLLE inh = -3

Next part:
nr	Compound	eLon inh	Rin1-Abl PPI inh	Neddyl block	Tb MetRS inh	MsrA act	FAS-TE inh	MsrA inhibitor	CSN deneddyl inh	PABP1 MLLE inh
31	CC(C)OP(=O)(c1ccc(N(C)C)cc1)C(O)c1ccncc1 (stereo not drawn)	6	1	i	0.2	-1	-3	0.5	-5	-7
32	CCOc1cc(NC(=O)c2ccccc2OC)c(OCC)cc1NC(=O)c1ccccc1	3	-1	·	-0.3	1	0	-0.1	-1	7
33	CC1CC(C)CN(C(=O)CNC(=O)c2sc3ccccc3c2Cl)C1 (stereo not drawn)	-15	-3	i	-0.4	-10	22	-0.1	-1	-1
34	CCOC(=O)c1c(NC(=S)NC)sc2c1CCCC2	14	2	i	-0.3	5	0	2.0	1	17
35	Cc1[nH]c2ccccc2c1C(C[N+](=O)[O-])c1ccco1 (stereo not drawn)	-4	5	i	-0.1	-4	9	-0.3	2	4
36	CC1(C)OC(=O)C(=CNC(CCC(N)=O)C(=O)O)C(=O)O1 (stereo not drawn)	-2	-2	i	0.0	-1	-5	0.5	-4	-2
37	CCCN1C2CCCC1CC(NC(=O)c1ccccc1OCC)C2 (stereo not drawn)	3	0	i	-0.4	0	-6	0.1	-1	9
38	O=c1[nH]c2ccccc2nc1C(F)(F)F	0	0	i	-0.4	-3	-7	0.3	3	-5
39	CCC(C)N(C(=O)COC(=O)CNC(=O)c1sc2ccccc2c1Cl)C1CCS(=O)(=O)C1 (stereo not drawn)	0	-3	i	-0.3	-7	-5	-0.2	0	-1
40	CC(=O)Nc1nonc1-c1nc2ccccc2n1CC1CC1	-5	-3	i	-0.9	-12	-1	1.8	2	-8
41	Cc1cccc(C(=O)NCc2nnc(SCC(=O)Nc3nnc(C)s3)n2C)c1	6	0	i	0.6	0	-2	-0.2	6	11
42	COc1cccc(NC(=O)CCC2CCN(C(=O)c3cccc(NC(C)=O)c3)CC2)c1	-1	-2	i	-0.3	-4	-9	-0.2	2	-10
43	CCC1(c2ccc(F)cc2)NC(=O)N(CC(=O)Nc2ccccc2C)C1=O (stereo not drawn)	-1	-1	i	-0.4	-2	-3	-0.5	9	1
44	CCOc1ccccc1NC(=O)CCCn1cc([N+](=O)[O-])cn1	5	2	i	-0.7	-1	4	-0.5	6	25
45	O=C(NC1CC1)c1cccc(NC(=O)C2CC2)c1	3	-1	i	-0.2	1	-9	0.3	0	-5
46	CCc1nnc(NC(=O)c2ccc(Br)c(S(=O)(=O)N3CCOCC3)c2)s1	8	4	i	-0.6	-1	-10	1.2	-3	-8
47	Cc1nc2sc(C(c3ccc(Cl)cc3)N3CCOCC3)c(O)n2n1 (stereo not drawn)	-6	1	i	0.1	-3	-6	0.8	0	-8
48	CCOc1ccc(Nc2nc(Cc3nnc(SCC(=O)c4ccc(C)cc4)o3)cs2)cc1	5	3	i	-0.6	-5	22	1.4	3	-109
49	COc1ccc(S(=O)(=O)N2CCC(C(=O)Oc3c(OC)cccc3OC)CC2)cc1OC	4	2	i	-0.7	-10	5	-0.8	3	0
50	Cc1[nH]n(C(N)=S)c(=O)c1N=Nc1ccc(Br)cc1	-13	-1	i	-0.9	-4	-1	0.0	-7	21
51	COc1ccc(/C=C2/C(=O)C(C)(C(C)C)CCC2C)cc1 (stereo not drawn)	1	1	i	-0.8	-3	27	-0.6	0	-10
52	OC1=C(O)c2nc3cc(C(F)(F)F)ccc3nc21	2	0	i	-0.3	-5	0	2.0	7	-17
53	CCOC(=O)C1=C(C)Nc2ccccc2N=C1NC(=O)c1oc2ccccc2c1COC	9	3	i	-0.4	-5	21	-0.3	1	-8
54	CC1C2CC(C(S(=O)(=O)N3CCOCC3)C2=O)C1(C)C (stereo not drawn)	-1	-3	i	-0.4	0	-1	-1.3	-2	-1
55	CCS(=O)(=O)N1CCC(C(=O)NCc2ccc3c(c2)OCO3)CC1	-7	-3	i	-0.1	-2	-1	-0.8	2	1
56	CCOc1ccc(N=Cc2ccc3ccccc3c2)cc1	-6	-1	i	-1.6	-5	1	2.1	2	13
57	Cc1ccc(Cn2nnc3c(=O)[nH]c(C4CCN(S(=O)(=O)c5ccc(C)cc5)CC4)nc32)cc1	1	1	i	-0.8	-2	25	0.3	10	-3
58	COc1ccccc1C(=O)Nc1ccc(OCC(=O)N2CC(C)CC(C)C2)cc1 (stereo not drawn)	-5	3	i	-0.5	-6	9	0.3	1	13
59	CCOc1ccc(CNC(=S)N/N=C/c2ccc(OC)c(OC)c2)cc1	-2	-4	i	-0.4	-3	42	3.2	9	7
60	COc1cc(C(=O)OCC(=O)N2CCCC2=O)cc(OC)c1C	-12	2	i	0.1	-3	4	1.9	0	-16
